High-throughput results from PubChem BioAssay.
Ecoli viability = bacterial growth inhibition, counter-screen for AddAB inhibitors; inhibition, % at 11.9 µM; E. coli V3065 growth, OD600 absorbance, 18 h; AID 449728; 0.27% of 330,000 active;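 active = inhibition above the campaign's mean inhibition across all tested compounds plus 3 SD, cut at about 9.9% in these data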;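 note: uninfected addAB+ strain grown without phage in ampicillin broth; 0% = DMSO wells and 100% = ciprofloxacin 0.95 µg/ml wells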
Mot1-301 SUMO = blocks SUMOylation pathway, rescuing yeast Mot1-301 growth | S. cerevisiae Mot1-301 growth rescue, ATP luminescence, 38.5C; percent above DMSO median, 100 means doubled | growth rescue, % at 18.8 µM | 1% of 320,000 active | AID 2716;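 active = every valid replicate shows activation above 250% relative to neutral control wells; inactive = the rest, any valid replicate at or below 250%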;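 note: OY570 slx delta 5 strain wells were the positive control but not used for scaling; some compounds called inactive have numbers as strong as hits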
Pemphigus Ab inh = inhibitors of pemphigus antibody binding to human desmoglein-3; DSG3-coupled beads, scFv-anti-DSG3-GFP binding, flow cytometry; stronger effect = lower value; binding (percent of control), % at 10 µM; 0.48% of 310,000 active; AID 588358;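 active = binding more than 3 SD below its plate's average and above zero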;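 note: hits lower antibody fragment binding to DSG3; some compounds called inactive have numbers as strong as hits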
Target sequence (P32926 whole entry, looked up, the tested form may be a part): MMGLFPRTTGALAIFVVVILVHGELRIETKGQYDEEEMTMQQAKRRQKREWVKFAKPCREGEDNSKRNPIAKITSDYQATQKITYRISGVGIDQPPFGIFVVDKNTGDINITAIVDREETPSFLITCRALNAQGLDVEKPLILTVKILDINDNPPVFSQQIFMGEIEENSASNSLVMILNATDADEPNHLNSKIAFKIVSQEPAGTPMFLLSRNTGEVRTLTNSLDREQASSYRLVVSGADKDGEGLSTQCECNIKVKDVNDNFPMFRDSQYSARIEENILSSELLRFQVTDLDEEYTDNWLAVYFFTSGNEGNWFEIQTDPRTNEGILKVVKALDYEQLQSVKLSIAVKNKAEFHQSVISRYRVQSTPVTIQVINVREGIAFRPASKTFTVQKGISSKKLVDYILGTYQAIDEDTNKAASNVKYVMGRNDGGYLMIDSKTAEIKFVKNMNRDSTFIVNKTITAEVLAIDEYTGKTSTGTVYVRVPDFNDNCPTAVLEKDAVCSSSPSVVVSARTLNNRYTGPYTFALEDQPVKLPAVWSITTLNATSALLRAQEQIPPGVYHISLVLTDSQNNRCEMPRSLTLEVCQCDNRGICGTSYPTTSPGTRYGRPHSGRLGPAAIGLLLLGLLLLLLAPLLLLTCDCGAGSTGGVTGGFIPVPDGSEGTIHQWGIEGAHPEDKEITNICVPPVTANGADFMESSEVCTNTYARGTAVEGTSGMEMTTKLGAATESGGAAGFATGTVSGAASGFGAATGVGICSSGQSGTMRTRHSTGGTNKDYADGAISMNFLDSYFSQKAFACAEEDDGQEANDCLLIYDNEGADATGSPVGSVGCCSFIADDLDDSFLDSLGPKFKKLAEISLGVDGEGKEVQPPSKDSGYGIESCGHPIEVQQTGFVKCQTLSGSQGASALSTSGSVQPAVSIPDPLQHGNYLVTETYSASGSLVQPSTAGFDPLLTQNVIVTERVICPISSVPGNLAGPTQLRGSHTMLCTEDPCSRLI
phage Ecoli inh = E. coli growth loss with phage present; growth absorbance; 0.26% of 360,000 active; inhibition, % at 11.9 µM; in the data active = inhibition above about 11%
AddAB inh = less growth of phage-infected E. coli with AddAB; E. coli expressing H. pylori AddAB, absorbance growth; inhibition, % at 11.9 µM; 0.29% of 330,000 active; in the data active = inhibition above about 12%;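 note: 0% = vehicle wells of infected cells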
PKA-R1A activ = activates the PKA-R1A holoenzyme complex | activation, % at 11.4 µM | AID 504707 | P00514+P68181 | 0.083% of 340,000 active | PKA-R1A dissociation, Cy5-IP20 fluorescence polarization; scaled: DMSO 0%, 113 µM cGMP 100%;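 active = percent activation above the mean of all tested compounds plus 3 SD, cut at about 19% in these data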;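 note: higher means more PKAc released from R1A so a rise in polarization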
HTR5A ag = activates human HTR5A in OPRM1-OPRD1 agonist counter-screen | P47898 | HTR5A agonist assay, luminescence, cell-based | activation, % at 9.3 µM | 0.61% of 340,000 active; in the data active = activation mostly above about 9.5%, no sharp cut-off; inactive = mostly below about 7.6%;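 note: 0% = cells with vehicle only and 100% = reference agonist; strong numbers were not always called active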
OPRM1-OPRD1 inv = mu-delta opioid heterodimer inverse agonism; inhibition, % at 9.3 µM; 0.21% of 340,000 active; cell-based MOR-DOR heterodimer luminescence; P35372+P41143; in the data active = inhibition above about 22%, passing the limit was not always enough;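 note: 0% = cells with DMSO and 100% = wells without cells with DMSO; values of inactives mirror those of a sister screen read the other way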
MOR-DOR ag = agonists of human mu-delta opioid receptor heterodimerization | activation, % at 9.3 µM | cells, OPRM1-OPRD1 heterodimerization, luminescence | 0.3% of 340,000 active | P35372+P41143; in the data active = activation above about 18%;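 note: 0% = vehicle-treated cells and 100% = reference agonist; values of inactives mirror those of a sister screen read the other way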
PfHsp90 set2 = reduces growth (ATP signal) of yeast expressing P. falciparum Hsp90 | S. cerevisiae expressing PfHsp90, BacTiter-Glo ATP, 48 h; yeast lacking PDR1 and PDR3 efflux regulators | inhibition, % at 9.4 µM | 0.32% of 310,000 active;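 active = every replicate shows inhibition above about 80%, whatever the replicate mean, limit read from the data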;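 note: 0% = DMSO neutral controls and 100% = 20 µM radicicol positive controls; yeast relying on Plasmodium falciparum Hsp90 in place of its own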
HTR5A inv ctr = inverse agonist of human HTR5A in OPRM1-OPRD1 counter-screen; HTR5A cell line, luminescence, inverse agonism; inhibition, % at 9.3 µM; 0.083% of 340,000 active; AID 504634; in the data active = inhibition mostly above about 23%, no sharp cut-off; inactive = mostly below about 18%;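 note: 0% = cells with DMSO and 100% = no-cell wells with DMSO; some compounds called inactive have numbers as strong as hits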
* hit, by the source's call.

Cn1c(CCNC(=O)c2ccccc2F)nnc1SCC(=O)Nc1ccccc1F was read as Ecoli viability 0.4, Mot1-301 SUMO 11, Pemphigus Ab inh 102, phage Ecoli inh 2.1, AddAB inh 1.5, PKA-R1A activ -9, HTR5A ag -2, OPRM1-OPRD1 inv 13, MOR-DOR ag -2.5 and HTR5A inv ctr 31.
Cc1ccc(/C=N/NC(=O)c2ccccc2OCc2ccc(F)cc2)o1 was read as Ecoli viability -3.1, Mot1-301 SUMO 126, Pemphigus Ab inh 104, phage Ecoli inh 2.2, AddAB inh 3.3, PKA-R1A activ -9, HTR5A ag 2, OPRM1-OPRD1 inv -27, MOR-DOR ag 3.7, PfHsp90 set2 8 and HTR5A inv ctr -6.
For COc1cccc2c1Oc1ncccc1N(C(=O)CCC(=O)NCc1ccccc1F)C2 the results were Ecoli viability 1.6, Mot1-301 SUMO 3, Pemphigus Ab inh 99, phage Ecoli inh 1.1, AddAB inh 1.5, PKA-R1A activ -10, HTR5A ag 0, OPRM1-OPRD1 inv 11, MOR-DOR ag -2.0, PfHsp90 set2 -3 and HTR5A inv ctr 1.
Cc1ccc(C(=O)COC(=O)CNC(=O)c2ccccc2)s1 was read as Ecoli viability -3.3, Mot1-301 SUMO -3, Pemphigus Ab inh 102, phage Ecoli inh 1.2, AddAB inh 1.1, PKA-R1A activ -2, HTR5A ag 0, OPRM1-OPRD1 inv 9, MOR-DOR ag -2.2 and HTR5A inv ctr 2.
Cc1ccc(C)c(OCc2nnc(NC(=O)c3ccco3)s2)c1 was read as Ecoli viability -0.4, Mot1-301 SUMO -24, Pemphigus Ab inh 98, phage Ecoli inh 1.4, AddAB inh 3.0, PKA-R1A activ -2, HTR5A ag 1, OPRM1-OPRD1 inv 4, MOR-DOR ag -0.8, PfHsp90 set2 -19 and HTR5A inv ctr -2.
CCOC(=O)C(C)Oc1ccc2c(CC)cc(=O)oc2c1C (stereo not given) was read as Ecoli viability -1.1, Mot1-301 SUMO 24, Pemphigus Ab inh 94, phage Ecoli inh 2.6, AddAB inh -0.2, PKA-R1A activ 0, HTR5A ag -2, OPRM1-OPRD1 inv -5, MOR-DOR ag 1.1, PfHsp90 set2 -19 and HTR5A inv ctr 6.
`O=C(CCc1ccccc1Cl)Nc1cc2c(cc1C(=O)O)OCCCO2` gave Ecoli viability 1.2, Mot1-301 SUMO -1, phage Ecoli inh 6.4, AddAB inh 4.0, PKA-R1A activ 1, HTR5A ag 0, OPRM1-OPRD1 inv 12, MOR-DOR ag -2.8, PfHsp90 set2 -29 and HTR5A inv ctr 0.
CCOc1ccc(NC(=S)NNC(=O)c2cc(Br)ccc2Cl)cc1 was read as Ecoli viability 3.1, Mot1-301 SUMO 52, Pemphigus Ab inh 99, phage Ecoli inh 5.3, AddAB inh -1.1, PKA-R1A activ 3, HTR5A ag -6, OPRM1-OPRD1 inv 23, MOR-DOR ag -4.1, PfHsp90 set2 -43 and HTR5A inv ctr 17.
For Cc1ccc(-c2nc(CS(=O)(=O)CC(=O)NC3CCCCCC3)c(C)o2)cc1 the results were Ecoli viability 1.3, Mot1-301 SUMO -19, Pemphigus Ab inh 103, phage Ecoli inh -2.2, AddAB inh 1.0, PKA-R1A activ -7, HTR5A ag -1, OPRM1-OPRD1 inv -3, MOR-DOR ag 0.6, PfHsp90 set2 5 and HTR5A inv ctr -9.
O=C(CSc1nc(=O)n2ccccc2n1)N1CCC(Cc2ccccc2)CC1 was read as Ecoli viability -1.0, Mot1-301 SUMO -3, Pemphigus Ab inh 101, phage Ecoli inh 0.8, AddAB inh 0.0, PKA-R1A activ 1, HTR5A ag 2, OPRM1-OPRD1 inv 11, MOR-DOR ag -2.2, PfHsp90 set2 -15 and HTR5A inv ctr 14.
Screening CC(C)c1nnc(NC(=O)C2CCCN2S(=O)(=O)c2ccc(Cl)cc2)s1 (stereo not given) returned Ecoli viability 0.6, Mot1-301 SUMO 0, Pemphigus Ab inh 105, phage Ecoli inh 1.2, AddAB inh 3.6, PKA-R1A activ -8, HTR5A ag 0, OPRM1-OPRD1 inv 7, MOR-DOR ag -1.2, PfHsp90 set2 19 and HTR5A inv ctr 18.
N#C/C(C(=O)N1CCOCC1)=C1/SC(Cc2ccccc2)C(=O)N1c1ccccc1 (stereo not given) was read as Ecoli viability -0.5, Mot1-301 SUMO -3, Pemphigus Ab inh 103, phage Ecoli inh 0.8, AddAB inh 3.8, PKA-R1A activ 1, HTR5A ag -3, OPRM1-OPRD1 inv 4, MOR-DOR ag -0.9, PfHsp90 set2 -22 and HTR5A inv ctr 20.
For CCc1ccccc1OCC(=O)NNCC(=O)Nc1cccc(C#N)c1 the results were Ecoli viability -3.5, Mot1-301 SUMO -9, Pemphigus Ab inh 105, phage Ecoli inh 2.1, AddAB inh -1.1, PKA-R1A activ 0, HTR5A ag 1, OPRM1-OPRD1 inv 1, MOR-DOR ag -0.1, PfHsp90 set2 6 and HTR5A inv ctr -19.
For COC(=O)c1ccccc1NS(=O)(=O)c1ccc(O)c(C(=O)O)c1 the results were Ecoli viability 3.7, Mot1-301 SUMO 9, Pemphigus Ab inh 104, phage Ecoli inh 1.4, AddAB inh 2.7, PKA-R1A activ -2, HTR5A ag 2, OPRM1-OPRD1 inv 5, MOR-DOR ag -0.9, PfHsp90 set2 -21 and HTR5A inv ctr -19.
COc1ccc(-n2c(=S)[nH]c3ccccc32)cc1 was read as Ecoli viability -0.1, Mot1-301 SUMO 49, Pemphigus Ab inh 99, phage Ecoli inh 2.6, AddAB inh 2.2, PKA-R1A activ 9, HTR5A ag 3, OPRM1-OPRD1 inv -13, MOR-DOR ag 2.1, PfHsp90 set2 -5 and HTR5A inv ctr 0.
Screening COc1ccc(C(=O)OC(C)C(=O)NC(C)CCc2ccccc2)cc1OC (stereo not given) returned Ecoli viability 1.3, Mot1-301 SUMO 206, Pemphigus Ab inh 110, phage Ecoli inh 4.0, AddAB inh -0.5, PKA-R1A activ -2, HTR5A ag 0, OPRM1-OPRD1 inv 25, MOR-DOR ag -5.2, PfHsp90 set2 -3 and HTR5A inv ctr -1.
`CCC(=O)Nc1c(-c2ccccc2)c(=O)c2ccccc2n1C` gave Ecoli viability -2.0, Mot1-301 SUMO 3, Pemphigus Ab inh 106, phage Ecoli inh -0.1, AddAB inh 1.4, PKA-R1A activ -10, HTR5A ag -5, OPRM1-OPRD1 inv 7, MOR-DOR ag -1.3, PfHsp90 set2 -7 and HTR5A inv ctr -10.
O=C(CCCl)Nc1nnc(SCC(=O)NC2CCCC2)s1 was read as Ecoli viability -0.2, Mot1-301 SUMO -18, Pemphigus Ab inh 114, phage Ecoli inh -0.6, AddAB inh 2.5, PKA-R1A activ 12, HTR5A ag 5, OPRM1-OPRD1 inv 12, MOR-DOR ag -2.3, PfHsp90 set2 27 and HTR5A inv ctr -13.
For O=S1(=O)CCC(NC(=S)NC2CCS(=O)(=O)C2)C1 (stereo not given) the results were Ecoli viability -1.0, Mot1-301 SUMO 9, Pemphigus Ab inh 114, phage Ecoli inh 2.0, AddAB inh 0.1, PKA-R1A activ 3, HTR5A ag 3, OPRM1-OPRD1 inv 17, MOR-DOR ag -3.2, PfHsp90 set2 6 and HTR5A inv ctr -8.
CSc1ccc(CN(C)C(=O)CCNS(=O)(=O)c2ccc(C)c(C)c2)cc1 was read as Ecoli viability -0.3, Mot1-301 SUMO -6, Pemphigus Ab inh 105, phage Ecoli inh 3.8, AddAB inh -0.2, PKA-R1A activ -3, HTR5A ag 0, OPRM1-OPRD1 inv 13, MOR-DOR ag -2.4 and HTR5A inv ctr -14.
For O=C(c1ccc2c(=O)n3c(nc2c1)CCCCC3)N1CCN(c2cccc(Cl)c2)CC1 the results were Ecoli viability 3.5, Mot1-301 SUMO 12, Pemphigus Ab inh 100, phage Ecoli inh 0.5, AddAB inh 6.4, PKA-R1A activ -11, HTR5A ag 1, OPRM1-OPRD1 inv 0, MOR-DOR ag 0.1, PfHsp90 set2 -52 and HTR5A inv ctr -4.
`CCCCCCCCC[n+]1cccc2c3ccccc3ccc21` gave Ecoli viability 16*, Mot1-301 SUMO 25, Pemphigus Ab inh 110, AddAB inh 15*, PKA-R1A activ -8, HTR5A ag 4, OPRM1-OPRD1 inv 9, MOR-DOR ag -1.6, PfHsp90 set2 12 and HTR5A inv ctr -11.
`CC(=O)c1cc(O)c2ccccc2c1O` gave Ecoli viability -3.3, Mot1-301 SUMO -10, Pemphigus Ab inh 111, phage Ecoli inh 1.4, AddAB inh -0.6, PKA-R1A activ -10, HTR5A ag -2, OPRM1-OPRD1 inv -29, MOR-DOR ag 6.6, PfHsp90 set2 -60 and HTR5A inv ctr 9.
`COC(=O)c1cccc(S(=O)(=O)N(Cc2ccco2)Cc2cc3cc(OC)ccc3[nH]c2=O)c1` gave Ecoli viability -2.0, Mot1-301 SUMO 2, Pemphigus Ab inh 103, phage Ecoli inh 2.0, AddAB inh -2.5, PKA-R1A activ -22, HTR5A ag 0, OPRM1-OPRD1 inv -2, MOR-DOR ag 0.5, PfHsp90 set2 4 and HTR5A inv ctr 14.
For CC(C)(C)c1cc(/C=N/NC(=O)C[n+]2ccccc2)cc(C(C)(C)C)c1O the results were Ecoli viability 2.3, Mot1-301 SUMO 6, Pemphigus Ab inh 97, phage Ecoli inh 2.0, AddAB inh 1.8, PKA-R1A activ -12, HTR5A ag 1, OPRM1-OPRD1 inv 18, MOR-DOR ag -3.9, PfHsp90 set2 0 and HTR5A inv ctr -3.
For Cc1nc2c(c3c1[nH]c1ccccc13)C(=O)CC(C)(C)C2 the results were Ecoli viability 1.8, Mot1-301 SUMO 65, Pemphigus Ab inh 98, phage Ecoli inh 0.6, AddAB inh 5.3, PKA-R1A activ -10, HTR5A ag -3, OPRM1-OPRD1 inv -8, MOR-DOR ag 1.3, PfHsp90 set2 6 and HTR5A inv ctr -24.
`CCC(C)N(C(=O)CSc1ccc(NC(C)=O)cc1)C1CCS(=O)(=O)C1` (stereo not given) gave Ecoli viability 1.5, Mot1-301 SUMO 250, Pemphigus Ab inh 93, phage Ecoli inh 2.0, AddAB inh -0.8, PKA-R1A activ -8, HTR5A ag 1, OPRM1-OPRD1 inv 7, MOR-DOR ag -1.2, PfHsp90 set2 -11 and HTR5A inv ctr 2.

Some of these compounds in order of SMILES length, descending.
CSc1ccc(CN(C)C(=O)CCNS(=O)(=O)c2ccc(C)c(C)c2)cc1 was read as Ecoli viability -0.3, Mot1-301 SUMO -6, Pemphigus Ab inh 105, phage Ecoli inh 3.8, AddAB inh -0.2, PKA-R1A activ -3, HTR5A ag 0, OPRM1-OPRD1 inv 13, MOR-DOR ag -2.4 and HTR5A inv ctr -14.
Screening COc1ccc(C(=O)OC(C)C(=O)NC(C)CCc2ccccc2)cc1OC (stereo not given) returned Ecoli viability 1.3, Mot1-301 SUMO 206, Pemphigus Ab inh 110, phage Ecoli inh 4.0, AddAB inh -0.5, PKA-R1A activ -2, HTR5A ag 0, OPRM1-OPRD1 inv 25, MOR-DOR ag -5.2, PfHsp90 set2 -3 and HTR5A inv ctr -1.
`CC(=O)c1cc(O)c2ccccc2c1O` gave Ecoli viability -3.3, Mot1-301 SUMO -10, Pemphigus Ab inh 111, phage Ecoli inh 1.4, AddAB inh -0.6, PKA-R1A activ -10, HTR5A ag -2, OPRM1-OPRD1 inv -29, MOR-DOR ag 6.6, PfHsp90 set2 -60 and HTR5A inv ctr 9.
